MBNL1-CUG inh: qHTS Assay for Inhibitors of MBNL1-poly(CUG) RNA binding. hit rate 0.036% among 280,000. Muscleblind-like protein 1 (Homo sapiens), Q9NR56. TR-FRET MBNL1-His/biotin-(CUG)12 binding, 665/545 ratio. AID 2675, 2010. Potency, µM (series often up to 57.5 µM), for inactives: top-dose activity change, negative = inhibition, actives largely listed as inhibitors; active = well fitted inhibition curve with a large enough effect in the signal ratio, with a control signal flat, not every such curve was filed as active; inconclusive = small, poorly fitted or top-dose-only effect, or effect the other way, or a change in a side signal; inactive = no such curve, though single readings can be large or run the other way; the % refers to the signal ratio; also: potency is read from the fitted curve at half-maximal effect; % is scaled to controls: 0 for no effect and ±100 for the full control effect
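Compound titration spanned 92 nM–58 uM against the MBNL1-His/biotin-(CUG)12 complex. After 60 min at room temperature with 5 nM streptavidin-XL665 and 0.055 ng/ul terbium anti-His, ratiometric 665/545 nm emission (Ex 340 nm) normalized to controls.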
Mito fusion act: qHTS Assay for Small Molecule Inhibitors of Mitochondrial Division or Activators of Mitochondrial Fusion; Potency, µM (doses to about 46.1 µM), for inactives: at the highest dose growth rescue (activation), most hits filed as activators; hit rate 0.23% among 320,000; S. cerevisiae fusion-defective mutant growth rescue, CellTiterGlo 48 h;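 also: potency is read from the fitted curve at half-maximal effect; % of control where 0% means no effect; nearly all actives have a fitted effect of over 45% in size; temperature-sensitive fusion mutants such as fzo1-1 at 37 °C on non-fermentable ethanol glycerol medium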
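Compounds are tested for their ability to restore growth of mitochondrial fusion-defective yeast strains at non-permissive 37C in YPEG medium over 48 hours. Viability is quantified by luciferase luminescence.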
Integrin act MD: qHTS for Activators of Integrin-Mediated Alleviation for Muscular Dystrophy. alpha7betagal myoblasts, beta-gal FDG fluorescence, 48 h. Potency, µM (top dose mostly 38.3 µM), without a hit: top-dose activation, usual class: activators. hit rate 0.064% among 350,000;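 also: potency is read from the fitted curve at half-maximal effect; 100% = response of the positive control SU9516; nearly all actives have a fitted effect of over 60% in size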
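Alpha7betagal+/- myoblasts (passage 13) were plated 16-24 hr, then exposed to compounds (1:260 dilution of DMSO stock) for 48 hours at 37C. After MPER lysis, β-galactosidase reporter activity was read as FDG fluorescence (ex 480/em 540) after 30 minutes.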
TCR activator: Activators of T cell receptors: qHTS campaign | 330,000 tested, under 10 active | primary human leukocytes, anti-CD3, IL-2 HTRF, 48 h | Potency, µM (series often up to 9.22 µM), for the others: top-dose activation of IL-2 secretion, actives largely listed as activators | AID 504894, 2011; also: % of control where 0% means no effect
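48 hr co-incubation of compounds, a-CD3 beads and primary human leukocytes; IL-2 quantified homogeneously by HTRF with anti-IL-2 K and d2 conjugates.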
S-ASM inh: Inhibitors of Secretory Acid Sphingomyelinase (S-ASM): qHTS; Sphingomyelin phosphodiesterase (Homo sapiens), P17405; placental ASM, HMU-PC fluorogenic substrate, 60 min; Potency, µM (doses to about 57.5 µM), for the others: top-dose activity change, negative = inhibition, actives largely listed as inhibitors; hit rate 0.006% among 340,000; also: potency is read from the fitted curve at half-maximal effect
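Steps: dispense placental human ASM, pin compound, wait 10 min at room temperature, add HMU-PC0 substrate at 9 uM final, incubate 60 min at 37 °C, add stop solution raising pH to 10, read fluorescence.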
PTAP TSG101 blk: qHTS Assay for Iinhibitors of HIV-1 Budding by Blocking the Interaction of PTAP/TSG101; Potency, µM (doses to about 115 µM), without a hit: at the top dose activity change, negative = inhibition, usual class: inhibitors; 340,000 tested, under 10 active; Tumor susceptibility gene 101 protein (Homo sapiens), Q99816; Fluorescence polarization, FITC-PTAP peptide / Tsg101 binding; active = well fitted inhibition curve with a large enough effect in the main read-out, with a control signal flat, not every such curve was filed as active; inconclusive = small, poorly fitted or top-dose-only effect, or effect the other way, or a change in a side signal; inactive = no such curve, though single readings can be large or run the other way; also: potency is read from the fitted curve at half-maximal effect; % of control where 0% means no effect
Target sequence (Q99816 whole entry, looked up): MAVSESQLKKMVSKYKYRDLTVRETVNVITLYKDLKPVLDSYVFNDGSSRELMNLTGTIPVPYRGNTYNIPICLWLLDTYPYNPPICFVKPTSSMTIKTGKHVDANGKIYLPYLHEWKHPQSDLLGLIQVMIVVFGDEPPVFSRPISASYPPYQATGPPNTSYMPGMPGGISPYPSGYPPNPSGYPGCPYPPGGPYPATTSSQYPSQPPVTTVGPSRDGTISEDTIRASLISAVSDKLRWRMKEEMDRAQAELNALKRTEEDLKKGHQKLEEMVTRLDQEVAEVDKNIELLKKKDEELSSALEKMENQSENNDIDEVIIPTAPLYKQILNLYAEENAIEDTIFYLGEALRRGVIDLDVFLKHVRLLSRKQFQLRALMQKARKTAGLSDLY
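Steps: Tsg101 binding domain dispensed (10 uM final), compounds pinned in DMSO, FITC-labeled PTAP-motif peptide added (50 nM final); after 20 min binding at room temperature, polarization measured.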
TSHR antagonist: Antagonists of the Thyroid Stimulating Hormone Receptor: HTS campaign. AID 504810, 2011. hit rate 0.2% among 330,000. TSHR-expressing cells, TSH-stimulated cAMP HTRF, 2 h; stronger effect = lower value. Thyrotropin receptor (Homo sapiens), P16473. activity change, negative = inhibition, % at 11.5 µM;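 active = activity change below a set negative limit, meaning inhibition stronger than a set level, cut at about -70% in these data; inconclusive = activity change between two set negative limits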; also: % is scaled to controls: 0 for no effect and ±100 for the full control effect
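Competitive HTRF cAMP read-out (cryptate anti-cAMP antibody, cAMP-d2; 30 min, room temperature) in freshly harvested TSHR cells. Compounds added before TSH at EC80 (4nM final), followed by 2 hours' incubation at 37 deg C.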
CXXC DNA block: qHTS Fluorescence Polarization Assay for Inhibitors of MLL CXXC domain - DNA interaction. hit rate 0.037% among 290,000. Histone-lysine N-methyltransferase 2A (Homo sapiens), Q03164. Potency, µM (titrated, usually from 115 µM), for the others: top-dose activity change, negative = inhibition, actives largely listed as inhibitors. MLL-CXXC / FITC-HOXA9 DNA fluorescence polarization. AID 2662, 2010; active = well fitted inhibition curve with a large enough effect in the polarisation, with a control signal flat, not every such curve was filed as active; inconclusive = small, poorly fitted or top-dose-only effect, or effect the other way, or a change in a side signal; inactive = no such curve, though single readings can be large or run the other way; the % refers to the polarisation; also: potency is read from the fitted curve at half-maximal effect
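Fluorescence polarization: 7 uM MLL-CXXC (stock) preincubated 5 min with compounds, then 50 nM fluorescein-HOX-A9 DNA (stock) added; 30 min ambient. Buffer 50 mM Tris-HCl pH 7.5, 50 mM NaCl, 1 mM DTT, 0.05% BSA.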
Menin-MLL TR inh: qHTS Assay for Inhibitors Targeting the Menin-MLL Interaction in MLL Related Leukemias: Competition With Texas Red Labeled MLL-derived Mutant Peptide. Menin + Texas Red MLL mutant peptide, fluorescence polarization. Potency, µM (top dose mostly 61.6 µM), for inactives: top-dose FP activity change, negative = inhibition, usual class: inhibitors. hit rate 0.23% among 270,000. AID 1768, 2009; active = well fitted inhibition curve with a large enough effect in the polarisation, with a control signal flat, not every such curve was filed as active; inconclusive = small, poorly fitted or top-dose-only effect, or effect the other way, or a change in a side signal; inactive = no such curve, though single readings can be large or run the other way; the % refers to the polarisation; also: potency is read from the fitted curve at half-maximal effect; % of control where 0% means no effect; many of its hits are not listed in these tables
Target sequence (O00255 whole entry, looked up): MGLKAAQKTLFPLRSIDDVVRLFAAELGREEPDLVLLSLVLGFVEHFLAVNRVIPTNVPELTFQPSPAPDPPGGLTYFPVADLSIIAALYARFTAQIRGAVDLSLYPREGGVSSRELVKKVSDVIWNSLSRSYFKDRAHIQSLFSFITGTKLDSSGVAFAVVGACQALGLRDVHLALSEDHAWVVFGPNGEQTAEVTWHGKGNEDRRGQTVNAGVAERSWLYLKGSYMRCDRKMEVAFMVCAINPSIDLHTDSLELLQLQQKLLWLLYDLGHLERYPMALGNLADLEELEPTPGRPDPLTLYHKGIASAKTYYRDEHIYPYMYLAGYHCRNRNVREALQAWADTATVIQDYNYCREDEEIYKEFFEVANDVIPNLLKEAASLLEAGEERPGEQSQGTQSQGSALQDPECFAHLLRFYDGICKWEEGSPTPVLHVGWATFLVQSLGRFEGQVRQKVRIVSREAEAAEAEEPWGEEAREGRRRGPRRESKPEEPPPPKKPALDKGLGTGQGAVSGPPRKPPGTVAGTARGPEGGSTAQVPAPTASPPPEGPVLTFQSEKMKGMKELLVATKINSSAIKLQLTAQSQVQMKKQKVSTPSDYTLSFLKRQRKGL
A-T KAP1 phos: qHTS Assay for Identifying a Potential Treatment of Ataxia-Telangiectasia; […] A-T fibroblasts, KAP-1 phosphorylation AlphaLISA; neocarzinostatin DNA damage 30 min before lysis; Potency, µM (top dose mostly 57.5 µM), for the others: at the top dose activation, actives largely listed as activators; hit rate 0.19% among 320,000; also: potency is read from the fitted curve at half-maximal effect; % of control where 0% means no effect; nearly all actives have a fitted effect of over 45% in size
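hTERT-immortalized A-T patient fibroblasts ([…]), 500 cells/well in OPTI-MEM, 1% FBS, got compounds for 60 min, then NCS for 30 min at 37C. Lysates were then assayed for phospho-KAP-1 by AlphaLISA (anti-pKAP1 donor, anti-KAP1 acceptor beads), 6 hr at 25C.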
* = called active by the depositor; ? = inconclusive; · = not tested or not shown; [ ] = dose if it differs, or a comment. Unless noted, calls follow the shape of the dose curve; as a rule, active = well fitted curve in the direction sought with a large enough effect; inconclusive = small, poorly fitted or top-dose-only effect, or another doubt; inactive = no such curve, though single readings can be large; an effect the other way counts as inactive or inconclusive.

SMILES	MBNL1-CUG inh	Mito fusion act	Integrin act MD	TCR activator	S-ASM inh	PTAP TSG101 blk	TSHR antagonist	CXXC DNA block	Menin-MLL TR inh	A-T KAP1 phos
O=S(=O)(c1cccc(-c2nnc(-c3ccc(Br)cc3)o2)c1)N1CCCCCC1	-7%	2%	-14%	-1%	0%	-4%	-12	-9%	34%[activator]	-1%
CC(C)CNC(=O)c1c2c(nc3ccccc13)-c1ccccc1CC2	103%[activator]	3%	11%	1%	-1%	-2%	7	0%	?	2%
COc1ccc2nc(N=NC3=C(O)CC(C)(C)CC3=O)sc2c1	?	?	-36%[inhibitor]	4%	-3%	-3%	-5	?	?	-5%
CCCC(=O)Nc1cc(C)c(NC(=O)Cc2ccccc2)cn1	-9%	0%	·	·	·	·	5	2%	-4%	23%
CNC(=O)NC(=O)CSc1nc2ccccc2n1CCOC	-2%	1%	10%	1%	1%	-6%	-6	4%	-3%	4%
COc1ccccc1C(=O)NCC1CCN(c2ccc(S(=O)(=O)N3CCOCC3)cc2)CC1	-20%	3%	-14%	-16%	0%	-5%	-2	11%	-1%	·
CCCNC(=O)OC[C@H]1O[C@H](CCO/N=C/[C@@H](NS(=O)(=O)c2ccc(C)cc2)[C@H](C)/C=C/CC(=O)OC)C=C[C@@H]1Oc1ccc(OC)cc1	-8%	-3%	·	·	·	·	2	8%	-5%	6%
Cc1ccccc1S(=O)Cc1ccc(C(=O)NC2CCN(Cc3ccccc3)CC2)o1 (stereo not drawn)	2%	0%	-38%	-6%	3%	-4%	-7	10%	·	-7%
COc1c2ccoc2c(OC[C@@H](OC(C)=O)C(C)(C)O)c2oc(=O)ccc12	·	-1%	35%	0%	105%[activator]	-1%	3	·	·	-2%
COC(=O)c1ccc(Cl)c(NC(=O)c2cccc([N+](=O)[O-])c2C)c1	-10%	-7%	0%	2%	15%	-8%	-4	8%	-18%	1%
CC(=O)Nc1ccc(SCCC2CCCCN2C)cc1 (stereo not drawn)	7%	-6%	1%	2%	-12%	-4%	-3	1%	17%	9%
CCCOC(=O)C1=C(C)N(C)C(=O)NC1c1cc2c(cc1[N+](=O)[O-])OCO2 (stereo not drawn)	?	2%	13%	4%	11%	-6%	-7	0%	-3%	-3%
CS(=O)(=O)Nc1ccc(C2=NN(S(C)(=O)=O)C(c3ccccc3)C2)cc1 (stereo not drawn)	0%	-3%	-9%	1%[46.1 µM]	11%	0%	9	1%	0%	3%
Cc1ncc2c(c1OC(=O)c1ccc([N+](=O)[O-])cc1)COC(C)(C)OC2	?	-11%	8%	-3%	-6%	-8%	0	-10%	-17%	3%
CC(=O)NCC1(O)CCCC(C)C1 (stereo not drawn)	-3%	-3%	?	-5%	2%	-6%	-2	-5%	·	-5%
CCOC(=O)N1CCN(C(=O)CNC(=O)c2nn(-c3ccc(OC)c(OC)c3)c(=O)c3ccccc23)CC1	18%	0%	?	14%	3%	-2%	7	1%	·	14%
CCn1nccc1C(=O)Nc1ccc(Cl)cn1	-6%	-4%	16%	-11%	0%	-1%	39	-5%	12%	·
Cn1c(=O)cc(SCC(=O)NCCC2=CCCCC2)c2ccccc21	·	-8%	6%	1%[46.1 µM]	-4%	-1%	-20	8%	-22%	6%
COc1ccc(OC)c(C2=NOC(C(=O)Nc3cc(C)on3)C2)c1 (stereo not drawn)	8%	-15%	-15%	8%	1%	-3%	1	-23%	·	-8%
Cc1cc(C)n(-c2nc(O)cc(=O)[nH]2)n1	-9%	-2%	-25%	-5%[46.1 µM]	0%	-1%	5	4%	-15%	-1%
NS(=O)(=O)c1ccc(CCNCc2ccccc2OCc2ccc(F)cc2)cc1	-20%	-8%	-8%	3%	-1%	0%	7	-6%	?	2%
O=C(Cc1ccccc1)Nc1cccc(S(=O)(=O)N2CCCCCC2)c1	·	7%	25%	-1%	-4%	-4%	-12	·	·	0%
CC1(C)CC(=O)C(N=Nc2ccc(S(=O)(=O)N3CCCCCC3)cc2)=C(O)C1	?	-13%	-48%[inhibitor]	-1%[46.1 µM]	-1%	-8%	32	-8%	4%	13%
COc1ccc(N=Nc2c(N)nn(C)c2N)cc1	·	·	-10%	8%	-15%	0%	·	·	·	·
O=C(NS(=O)(=O)Oc1cccc(Cl)c1Cl)OC[C@@H]1CCCN2CCCCC12 (stereo partly drawn)	-11%	1%	0%	3%	2%	-2%	-3	-3%	0%	20%
COc1ccc(OC)c(N(CC(=O)N2CCC(C)CC2)S(=O)(=O)c2ccccc2)c1	1%	-3%	-23%	-3%	-2%	-8%	-5	0%	-1%	-15%
CCN(C(=O)c1cn(C)c(=O)c2cc(OC)c(OC)cc12)c1ccccc1C	-12%	-2%	-12%	-2%	3%	-4%	-7	1%	-3%	-4%
CC(CCc1ccccc1)NC(=O)CN1C(=O)NC2(CCCCC2C)C1=O (stereo not drawn)	·	1%	13%	·	1%	-6%	1	·	·	8%
CCS(=O)(=O)N1CCC(C(=O)Nc2cc([N+](=O)[O-])ccc2C)CC1	21%	-2%	-24%	-1%	4%	0%	8	4%	·	13%
Oc1ccc(C[C@H]2CNCCN2CCC23CC4CC(CC(C4)C2)C3)cc1	·	-9%	-47%[inhibitor]	2%	-5%	-1%	5	·	·	2%
CC(=O)Nc1ccc(S(=O)(=O)n2cnc(C)c2)cc1	1%	1%	2%	5%	0%	-2%	5	-11%	-3%[11.7 µM]	6%
C[C@H](NC(=O)c1ccco1)C(=O)Nc1cc(S(=O)(=O)N2CCCC2)ccc1OCC(F)(F)F	·	·	-8%	-3%	1%	-2%	3	·	·	-14%
CCOC(=O)N1CCN(c2nc3ccc(C(=O)c4ccccc4)cc3n3cnnc23)CC1	-5%	11%	0%	3%	?	-3%	-9	-6%	·	-9%
CCN1CCN(CCNC(=O)CSCc2nc(-c3ccc(OC)c(OC)c3)oc2C)CC1	9%	-2%	9%	4%	3%	-9%	26	10%	-11%	-1%
NNC(=O)c1cc(O)c(O)c(O)c1	-1%	6%	-25%	-2%	0%	-2%	-11	2%	8%	-6%
COCCNC(=O)c1cccc(OC2CCN(Cc3ccccc3C)CC2)c1	-7%	-1%	-26%	2%	3%	0%	13	-3%	-14%	-3%
O=C(Nc1cccc(C(=O)O)c1)Nc1ccccc1Cl	-1%	-2%	3%	·	-1%	-2%	1	4%	5%	1%
COc1ccc2c(c1)C(C)CC(C)(C)N2C(=O)CSc1ncn[nH]1 (stereo not drawn)	9%	2%	-7%	1%	6%	-3%	17	0%	1%[11.7 µM]	20µM*
Cc1ccc(CNC(=O)CCNS(=O)(=O)c2cccc3nsnc23)cc1	?	-2%	-17%	-1%	13%	-4%	0	6%	0%	-1%
COc1ccc(-n2cc(-c3ccccc3)c3c(NCCOCCO)ncnc32)cc1	5%	?	5%	2%	1%	-10%	-11	0%	?	8%
Cc1cc(S(=O)(=O)N2CCOCC2)ccc1OCC(=O)N1CCC(C(N)=O)CC1	-2%	-1%	14%	4%	-1%	1%	1	2%	0%	0%
COc1ccc(NC(=O)C(F)(OC)C(F)(F)F)c(OC)c1 (stereo not drawn)	-3%	2%	-12%	7%	4%	-9%	3	-10%	8%	-2%
O=C(N/N=C(\c1ccccc1)c1cccnc1)c1cccc(F)c1	34%[activator]	-4%	-51%[inhibitor]	·	1%	-3%	-11	3%	16%	1%
CC(=O)c1cc(C)c(OC(=O)c2ccccc2)c(C)c1	·	·	-16%	2%	-8%	-2%	·	·	·	·
COc1ccccc1Nc1ncnc2c1c(C)c(C)n2CCO	-1%	-6%	23%	-9%	-2%	-1%	4	8%	19%	3%
O=C(NCC1CCCO1)c1ccccc1NS(=O)(=O)c1ccc(Br)s1 (stereo not drawn)	·	·	-8%	5%	-2%	1%	·	·	·	·
CCN1C[C@@H]2[C@@H]3C(=O)N(C)C(=O)[C@@H]3[C@](Cc3ccccc3)(C1=O)N2C(=O)c1ccc(C)cc1	·	·	-1%	-1%	9%	2%	·	·	·	·

High-throughput results deposited in PubChem BioAssay by National Center for Advancing Translational Sciences (NCATS).

Only part of the results is shown; rates above refer to the full screens.
